TrxR1 substrate = is turned over as a substrate by rat TrxR1. O89049. purified TrxR1 substrate turnover, NADPH consumption readout. AID 588456. Potency, µM (highest dose often 114 µM), for the others: at the top dose activity change, negative = substrate turnover. 390,000 compounds, 0.01% hits; also: % is scaled to controls: 0 for no effect and ±100 for the full control effect; nearly all actives have a fitted effect of over 50% in size
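Rat TrxR1, dispensed at 90 nM, was prereduced with 400 uM NADPH (final) for 5 min at ~22 deg C, then incubated with compound 15 min before 400 uM selenite. A first-read NADPH fluorescence drop versus no-compound background flagged substrates.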
Vif-A3G inh = inhibitors of Vif-APOBEC3G interaction | HeLa A3G-eYFP + Vif (tagged APOBEC3G with the HIV-1 protein that degrades it), YFP fluorescence, overnight | Potency, µM (titrated, usually from 46.1 µM), inactives show at the top dose activity, negative = active, most hits filed as inhibitors | 410,000 compounds, 0.076% hits;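 also: % is scaled to controls: 0 for no effect and ±100 for the full control effect; nearly all actives have a fitted effect of over 60% in size; hits raise eYFP signal because A3G escapes Vif-driven loss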
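HeLa cells stably expressing Vif and C-terminally eYFP-tagged A3G, seeded overnight at 37 deg C, then exposed to compound by pintool overnight at 37 deg C. Rise in yellow fluorescence (Ex 488/Em 500-530, Acumen) marks blocked Vif-driven A3G degradation.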
ALOX12 inh = ALOX12 (human) lipoxygenase inhibition. 580,000 compounds, 1.1% hits. purified 12hLO, xylenol orange hydroperoxide absorbance. P18054. Potency, µM (top dose mostly 108 µM), without a hit: top-dose activity change, negative = inhibition, hits mostly inhibitors; also: % is scaled to controls: 0 for no effect and ±100 for the full control effect
Target sequence (P18054 whole entry, looked up): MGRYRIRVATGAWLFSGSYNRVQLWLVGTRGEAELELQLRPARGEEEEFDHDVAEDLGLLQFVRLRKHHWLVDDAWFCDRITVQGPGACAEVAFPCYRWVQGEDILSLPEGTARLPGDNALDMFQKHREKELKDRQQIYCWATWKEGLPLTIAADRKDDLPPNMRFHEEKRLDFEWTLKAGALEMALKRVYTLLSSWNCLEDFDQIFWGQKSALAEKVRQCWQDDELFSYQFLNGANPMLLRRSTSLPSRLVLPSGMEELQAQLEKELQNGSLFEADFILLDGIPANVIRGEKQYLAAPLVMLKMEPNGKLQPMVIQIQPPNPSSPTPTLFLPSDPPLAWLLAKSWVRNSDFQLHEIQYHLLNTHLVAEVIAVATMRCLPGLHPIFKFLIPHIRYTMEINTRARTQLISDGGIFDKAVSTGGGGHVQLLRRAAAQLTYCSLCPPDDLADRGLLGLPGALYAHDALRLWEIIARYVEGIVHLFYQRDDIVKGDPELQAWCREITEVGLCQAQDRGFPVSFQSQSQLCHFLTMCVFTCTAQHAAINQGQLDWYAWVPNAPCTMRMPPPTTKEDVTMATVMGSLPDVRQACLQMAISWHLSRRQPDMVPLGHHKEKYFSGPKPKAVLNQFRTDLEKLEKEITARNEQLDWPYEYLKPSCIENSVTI
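Purified human 12hLO at 150 nM in 25 mM Hepes, 0.01% Triton X-100, pH 7.0, preincubated 15 min at room temperature with compound. Reaction started with 40 uM arachidonic acid, 30 min at room temperature. Hydroperoxide measured by Fe-xylenol orange, 573/405 nm absorbance ratio.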
RGS4 inh = inhibitors of human regulator of G protein signaling 4; Transcreener GDP fluorescence polarization, RGS4-accelerated GTP hydrolysis; P49798; AID 504845; Potency, µM (highest dose often 114 µM), without a hit: at the top dose activity change, negative = inhibition, usual class: inhibitors; 390,000 compounds, 0.039% hits; also: % is scaled to controls: 0 for no effect and ±100 for the full control effect; nearly all actives have a fitted effect of over 75% in size; some results filed as inactive show a strong effect at the top dose
Target sequence (P49798 whole entry, looked up): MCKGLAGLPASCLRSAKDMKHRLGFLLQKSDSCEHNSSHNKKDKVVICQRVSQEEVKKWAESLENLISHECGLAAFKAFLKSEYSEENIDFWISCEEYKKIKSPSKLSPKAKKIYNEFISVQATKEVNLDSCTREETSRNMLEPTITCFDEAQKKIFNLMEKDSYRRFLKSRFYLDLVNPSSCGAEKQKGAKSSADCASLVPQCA
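MLSMR compounds (23 nl, pin-transferred) preincubated 10 min at room temperature with a 500nM (2x) first reagent, then RGS4 at 900nM (2x) plus Transcreener GDP mix added; fluorescence polarization (620/688 nm) read before and after 90 min at 30 °C.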
mIDH1 inhibitor = blocks human mutant IDH1 R132H enzyme | Potency, µM (titrated, usually from 76.6 µM), inactives show at the highest dose activity change, negative = inhibition, most hits filed as inhibitors | IDH1-R132H enzyme, NADPH consumption, diaphorase/resazurin fluorescence | 390,000 compounds, 0.093% hits; also: % is scaled to controls: 0 for no effect and ±100 for the full control effect; nearly all actives have a fitted effect of over 65% in size
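IDH1-R132H (0.5 ug/mL dispensed) in pH 7.5 Tris buffer was preincubated 30 min with compound, then given a substrate mix of 0.016 mM NADPH and 2 mM alpha-KG for 80 min at room temperature; remaining NADPH was read by diaphorase/resazurin fluorescence.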
RXFP1 agonist = agonists of human relaxin receptor RXFP1; Q9HBX9; HEK293T-RXFP1 cAMP TR-FRET, 30 min; response scale: percent of porcine relaxin response, buffer zero; Potency, µM (top dose mostly 57.5 µM), for the others: at the highest dose activation, actives largely listed as activators; 370,000 compounds, 0.3% hits; AID 2676; also: % is scaled to controls: 0 for no effect and ±100 for the full control effect; nearly all actives have a fitted effect of over 60% in size; many of its hits are not listed in these tables
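Agonist response is measured as cAMP accumulation in an RXFP1-transfected HEK293T line under PDE4 inhibition. Values are scaled between buffer-only and 29 nM porcine relaxin, and EC50s come from standard Hill equation fits.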
USP1-UAF1 inh = USP1/UAF1 (human) deubiquitinase inhibition | O94782 | recombinant USP1/UAF1, Ub-Rhodamine cleavage fluorescence | Potency, µM (doses to about 57.1 µM), for inactives: top-dose activity change, negative = inhibition, usual class: inhibitors | 390,000 compounds, 0.23% hits | AID 743255; also: % is scaled to controls: 0 for no effect and ±100 for the full control effect; nearly all actives have a fitted effect of over 60% in size; inactives centre near -12
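Step one: compound is pinned into 1nM USP1/UAF1 in HEPES pH 7.8 buffer with TCEP. Step two: 15 min room-temperature incubation. Step three: Ub-Rho (150nM final) starts cleavage, tracked by fluorescence over six one-minute reads.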
Vif-A3F inh = Vif-A3F binding inhibition | HeLa A3F-eYFP + Vif (tagged APOBEC3F with the HIV-1 protein that degrades it), YFP fluorescence increase | Potency, µM (series often up to 46.1 µM), for the others: at the highest dose activity, negative = active | 390,000 compounds, 0.2% hits | AID 602313; also: % of control where 0% means no effect; nearly all actives have a fitted effect of over 65% in size
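HeLa cells stably expressing Vif plus C-terminally eYFP-tagged A3F were seeded, incubated overnight at 37 deg C, dosed with compound, incubated overnight again at 37 deg C. Yellow fluorescence (Ex 488/Em 500-530) reported blocked Vif-mediated A3F-eYFP degradation.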
TrxR1 inh = inhibitors of rat thioredoxin reductase 1; AID 588453; O89049; Potency, µM (series often up to 114 µM), for the others: at the highest dose activity change, negative = inhibition, hits mostly inhibitors; 390,000 compounds, 1% hits; recombinant rTrxR1, NADPH fluorescence consumption, selenite substrate; also: % is scaled to controls: 0 for no effect and ±100 for the full control effect; nearly all actives have a fitted effect of over 65% in size
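Rat TrxR1 (90 nM in the dispensed reagent) was pre-reduced with 400 uM NADPH for 5 min at room temperature, then incubated with compound for 15 min. After 400 uM selenite was added, NADPH fluorescence (Ex 340/Em 450 nm) was followed for 8 min.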
An asterisk follows results filed as active; u = inconclusive; x = not tested or not shown; & = joins results of further samples; [ ] = dose if it differs, or a comment. Calls follow the shape of the dose curve; as a rule, active = well fitted curve in the direction sought with a large enough effect; inconclusive = small, poorly fitted or top-dose-only effect, or another doubt; inactive = no such curve, though single readings can be large; an effect the other way counts as inactive or inconclusive. Potency is read from the fitted curve at half-maximal effect. A portion of the library. The share of hits here may be higher or lower than overall.

The opening 2 compounds, to show the layout:
SMILES	TrxR1 substrate	Vif-A3G inh	ALOX12 inh	RGS4 inh	mIDH1 inhibitor	RXFP1 agonist	USP1-UAF1 inh	Vif-A3F inh	TrxR1 inh
O=C(NCCCn1ccnc1)C(=O)NCC(c1ccco1)N1CCN(c2ccccc2)CC1 (stereo not drawn)	0%	3%	-15%	6%[11.4 µM]	4%	1.5%	-5%	3%	-10%
COc1ccc(S(=O)(=O)/C(C#N)=C/Nc2ccccc2F)cc1	-1%	-5%	4%	-17%	-2%	0.3%	-20%	-7%	19%

Main list, from the first entry:
SMILES	TrxR1 substrate	Vif-A3G inh	ALOX12 inh	RGS4 inh	mIDH1 inhibitor	RXFP1 agonist	USP1-UAF1 inh	Vif-A3F inh	TrxR1 inh
O=C(NCCCn1ccnc1)C(=O)NCC(c1ccco1)N1CCN(c2ccccc2)CC1 (stereo not drawn)	0%	3%	-15%	6%[11.4 µM]	4%	1.5%	-5%	3%	-10%
COc1ccc(S(=O)(=O)/C(C#N)=C/Nc2ccccc2F)cc1	-1%	-5%	4%	-17%	-2%	0.3%	-20%	-7%	19%
O=C(O)C1CCN(C(=O)c2csc(-c3ccc4c(c3)CCO4)n2)CC1	8%	-3%	u	-11%	17%	1.6%	-9%	4%	-2%
CC1C/C(=N\Nc2ccc(S(N)(=O)=O)cc2[N+](=O)[O-])CC(C)(C)C1 (stereo not drawn)	5%[57.1 µM]	0%	-3%	9%	0%	1.5%	-23%	6%	9%[57.1 µM]
CC1COc2ccccc2N1C(=O)c1cccnc1Cl (stereo not drawn)	-8%	-3%	-4%	-18%	-5%	3.7%	-1%	-4%	-15%
CN(CC(=O)O)Cc1nc2ccccc2[nH]1	-7%	1%	7%	-2%	4%	-1.0%	-3%	-3%	3%
CC(=O)c1cccc(NC(=O)CSc2nc(=O)n(Cc3ccccn3)c3c2CCC3)c1	-2%[57.1 µM]	-2%	14%	3%	-6%	0.2%	-16%	6%	1%[57.1 µM]
COc1ccc2c(c1)c(C(C)=O)c(C)n2-c1ccccc1OC	-8%	-16%	-4%	-25%	7%	x	-13%	u	4%[11.4 µM]
COc1ccc(CNC(=O)c2ccc(NC(=O)N3CC4CCCN4c4ccccc43)cc2)cc1 (stereo not drawn)	0%	-6%	u	-19%	-4%	-9.4%	6%	3%	-7%
CCOC(=O)c1cc(NC(=O)OC)c(C)nc1C	11%[57.1 µM]	0%	0%	7%	5%	2.0%	-14%	-5%	12%[57.1 µM]
CC(=O)N1C(O)CC(C)N1c1ccccc1 (stereo not drawn)	-5%	1%	-1%	-7%	1%	2.4%	-20%	-8%	0%
Cc1ccc(S(=O)(=O)N2CCOCC2)cc1NC(=O)COc1ccccc1Cc1ccccc1	8%[57.1 µM]	4%	-6%	-35%	-1%	x	-14%	8%	11%[57.1 µM]
CC(c1nccs1)N(C)C(=O)CCc1nnc(Cc2c[nH]c3ccccc23)o1 (stereo not drawn)	4%	-3%	-9%	18%	-12%	0.0%	-21%	10%	0%
O=C1OC(c2ccccc2)c2ccc3ccccc3c21 (stereo not drawn)	-2%	-3%	-23%	-8%	0%	0.4%	-17%	-25%	1%
O=C(Nc1ccc2c(c1)OCO2)c1cnn2cccnc12	-5%[57.1 µM]	-1%	-4%	10%	17%	4.6%	2%	-1%	16%
O=C(COC(=O)c1ccc2ncsc2c1)NCc1ccccc1Cl	6%	-1%	0%	-9%	-5%	x	-14%	0%	21%
CCNC(=O)c1ccccc1NC(=O)c1cccc(S(=O)(=O)N2CCOCC2)c1	-2%	0%	-26%	15%	0%	0.7%	-22%	0%	6%
CSCC(NS(=O)(=O)c1ccc(C)cc1)C(=O)O (stereo not drawn)	9%[57.1 µM]	-1%	-24%	u	-4%	0.3%	0%	-4%	7%[57.1 µM]
CN(C)CCCNC(=O)C[C@H]1C[C@H](C(=O)N2CCCCC2)[C@@]2(C)c3[nH]c4cc(CCC(=O)N(C)C)ccc4c3CCN2C1=O	-4%	0%	-3%	15%	0%[38.3 µM]	x	-9%	7%	-1%
CN(C)C(=S)NC(=S)Nc1ccc2ccccc2c1	10%[11.4 µM]	-12%	35µM*	u	20%	x	-25%	-19%	0%[11.4 µM]
O=S(=O)(CCN1CCCC1)NCCNS(=O)(=O)c1ccc(F)cc1Br	5%	5%	-23%	17%	-6%	x	-5%	11%	28%
CCOc1ccccc1N1CC(C(=O)Nc2ccc(S(=O)(=O)N3CCCCC3)cc2)CC1=O (stereo not drawn)	-14%	3%	-36%	-10%	-5%	-0.6%	-18%	-11%	-11%
CC(=O)Nc1cccc(CCc2nc3ccccc3[nH]2)c1	-1%[57.1 µM]	-5%	5%	u	-3%	-0.2%	-15%	-10%	7%[57.1 µM]
CCCCCNC(=O)Cc1ccc(S(=O)(=O)N2CCOCC2)s1	-1%	1%	3%	0%	-27%	-1.6%	-16%	5%	9%
CS(=O)(=O)N(CC(=O)Nc1ccc(F)cc1F)C1CCCCC1	3%	0%	20%	-19%	1%	0.2%	-21%	0%	17%
More results follow.
SMILES	TrxR1 substrate	Vif-A3G inh	ALOX12 inh	RGS4 inh	mIDH1 inhibitor	RXFP1 agonist	USP1-UAF1 inh	Vif-A3F inh	TrxR1 inh
CCC(C)[C@H](NC(=O)N1CC(=O)Nc2ccccc21)C(=O)N[C@H](Cc1c[nH]c2ccccc12)C(=O)O (stereo partly drawn)	3%	-2%	-10%	10%	-9%	0.3%	12%	7%	-2%
COCC(C)NC(=O)C(C)Oc1ccccc1 (stereo not drawn)	7%	0%	12%	13%	2%	-0.1%	-5%	2%	8%
O=C(Nc1ccc(NC(=O)c2ccco2)nc1)c1ccccn1	-1%	0%	-2%	-37%	13%	1.1%	-2%	0%	-23%
CCOC(=O)C1CCN(c2ncnc3c2c(-c2ccccc2)cn3-c2ccccc2)CC1	2%	12%	0%	-8%	-3%	3.3%	-15%	8%	13%
CC(C)NC(=S)NN=C1CCCCCCCCCCC1	3%[57.1 µM]	0%	35µM*	1%	-1%	-1.1%	-1%	1%	26%[57.1 µM]
Cc1ccc(SCC(=O)N(C)CC(=O)Nc2cccc(F)c2)cc1	-4%	-1%	-11%	-38%	6%	0.6%	-16%	1%	4%
Cc1ccc(S(=O)(=O)c2nnn3c2nc(N2CCOCC2)c2sccc23)cc1C	29%	-2%	0%	u	-3%	u	7%	1%	35%
COc1ccc(Nc2c[nH]c(=O)[nH]c2=O)cc1	-7%[57.1 µM]	2%	-21%	-41%	5%	x	-17%	-23%	6%[11.4 µM]
Cn1c(CC2C(=O)Nc3ccc(Br)cc32)nc2ccccc2c1=O (stereo not drawn)	-1%	-13%	-9%	-46%	9%	-0.7%	-16%	-4%	-2%
OC(Cn1ccnc1)c1ccc(Cl)cc1Cl (stereo not drawn)	9%	1%	0%	12%	-6%	-0.4%	4%	-7%	19%
Cc1cccc(Cn2ncc(Cl)c(Cl)c2=O)c1	-7%	u	8%	20%	5%	3.7%	3%	0%	50µM*
Cc1ccnc(NC(=O)c2ccc(COc3c(F)c(F)cc(F)c3F)o2)c1	-8%	-7%	-14%	21%	-1%	3.4%	-9%	-20%	5%[57.1 µM]
CCC1CCCCN1CCCNC(=O)c1c(O)nc2c(C)cccn2c1=O (stereo not drawn)	23%&22%	2%&1%	u	2%&5%	8%&10%	3.9%&8.3%	-13%&-29%	-12%&-7%	11%&-7%
O=C(Nc1ccccc1)Nc1cnccn1	0%	0%	-4%	11%	21%	3.0%	-9%	6%	25%
COc1ccc(C(=O)N(Cc2ccco2)Cc2ccco2)cc1	4%	-5%	-20%	-2%	11%	6.0%	-5%	-1%	12%
COC(=O)c1cc(S(=O)(=O)Nc2cc(S(=O)(=O)N(C)C)ccc2C)oc1C	5%	-10%	-18%	11%	16%	1.5%	-23%	u	18%
COc1ccc(-c2ccc(OC)c(C3C4C=CCC(C)C4C(=O)N3Cc3ccccc3)c2)cc1 (stereo not drawn)	-2%	-4%	x	-18%	x	x	x	x	-4%
Cc1ccc(C)c(/C=N/Nc2ccccn2)c1	-13%	-5%	-2%	-19%	4%	-1.3%	-12%	10%	11%[57.1 µM]
CCOC(=O)Nc1ccc(N2CCOCC2)c(S(=O)(=O)N2CCOCC2)c1	-4%	0%	0%	2%	8%	1.7%	-19%	4%	-3%
CC(=O)c1ccc2c(c1)OCCOCCOc1ccc(C(C)=O)cc1OCCOCCO2	2%	-6%	0%	9%	5%	2.0%	-7%	4%	6%
CN(C(=O)COC(=O)c1ccc(=O)n(Cc2ccccc2)n1)C1CCS(=O)(=O)C1 (stereo not drawn)	-8%	3%	-7%	-22%	4%	0.8%	-21%	2%	-7%
O=C(COC(=O)CC1CC2CCC1C2)NCc1ccc(F)cc1 (stereo not drawn)	4%[57.1 µM]	0%	-3%	-3%	-8%	x	-11%	2%	6%[2.29 µM]
O=C(CSc1nnc(-c2ccco2)o1)c1ccc[nH]1	3%[57.1 µM]	-6%	u	-2%	1%	1.1%	-10%	-2%	2%[57.1 µM]

Source: PubChem
